Compound activity (PubChem BioAssay)
Ba/F3 V617F tox – lowers viability of Ba/F3 cells expressing EpoR and JAK2V617F | ATP luminescence | inhibition, % at 5.6 µM | 220,000 tested, 1.1% active | AID 1446;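 active means inhibition above the campaign mean plus 3 SD over all tested compounds, cut at about 24% in these data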;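 further: cytokine-independent growth of Ba/F3 cells driven by EpoR plus mutant JAK2; 0% = DMSO-treated cells and 100% = JAK inhibitor I control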
NPY-Y1 PAM-ag – potentiators or agonists of human neuropeptide Y receptor Y1. NPY-Y1 expressing cells, potentiator/agonist activation. activation, % at 3.6 µM. 220,000 tested, 0.37% active; in the data active means activation above about 33%, passing the limit was not always enough;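 further: cells stimulated with NPY at EC10 then isoproterenol at EC100; 0% = low agonist plus stimulus and 100% = saturating agonist plus stimulus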
Target sequence (P25929 whole entry, looked up): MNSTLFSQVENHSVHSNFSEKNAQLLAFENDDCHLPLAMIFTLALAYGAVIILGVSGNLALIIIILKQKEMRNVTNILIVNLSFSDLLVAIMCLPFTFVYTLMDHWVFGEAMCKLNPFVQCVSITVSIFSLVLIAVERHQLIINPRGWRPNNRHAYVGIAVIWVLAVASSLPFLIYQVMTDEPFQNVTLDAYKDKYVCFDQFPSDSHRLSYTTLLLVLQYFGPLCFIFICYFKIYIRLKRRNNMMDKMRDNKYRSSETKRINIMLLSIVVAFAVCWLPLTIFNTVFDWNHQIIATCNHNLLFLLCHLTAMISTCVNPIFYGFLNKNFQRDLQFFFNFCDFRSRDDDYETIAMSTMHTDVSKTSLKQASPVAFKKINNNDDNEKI
CHOP inh – blocks CHOP induction under ER stress. CHO-K1 CHOP-promoter luciferase, tunicamycin-induced, 15-18 h. inhibition, % at 10 µM. 220,000 tested, 3.8% active. AID 2732;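 active means compounds that reduced the stress-induced luciferase reporter signal by more than about 70% of percent inhibition, limit read from the data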;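 further: 0% = tunicamycin plus vehicle and 100% = wells without tunicamycin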
p47phox inh – blocks human p47phox regulatory protein of NADPH oxidases; p47phox/p22phox peptide binding, fluorescence polarization, 2 h; inhibition, % at 24.7 µM; 220,000 tested, 0.53% active;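 active means inhibition above about 30%, limit read from the data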;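 further: 0% = p47phox with labelled peptide and 100% = labelled peptide alone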
Target sequence (P14598 whole entry, looked up): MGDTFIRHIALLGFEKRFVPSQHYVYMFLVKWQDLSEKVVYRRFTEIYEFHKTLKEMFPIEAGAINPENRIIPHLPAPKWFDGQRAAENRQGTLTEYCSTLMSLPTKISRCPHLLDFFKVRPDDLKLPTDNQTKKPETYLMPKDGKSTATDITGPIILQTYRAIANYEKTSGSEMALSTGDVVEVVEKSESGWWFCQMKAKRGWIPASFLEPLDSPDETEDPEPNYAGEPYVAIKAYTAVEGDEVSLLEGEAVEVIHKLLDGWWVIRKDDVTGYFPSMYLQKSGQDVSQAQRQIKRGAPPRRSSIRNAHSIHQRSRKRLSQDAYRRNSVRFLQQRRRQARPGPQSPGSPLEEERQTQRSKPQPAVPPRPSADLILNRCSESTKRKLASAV
BaF3 tox – reduces parental Ba/F3 cell viability, JAK2V617F counter-screen; inhibition, % at 5.6 µM; 220,000 tested, 1.1% active; CellTiter-Glo ATP luminescence; AID 1486;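 active means inhibition above a per-campaign cutoff, the mean inhibition of all tested compounds plus 3 SD, cut at about 27% in these data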;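 further: 0% = DMSO wells and 100% = JAK Inhibitor I control wells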
NPY2 pot ag – human NPY-Y2 potentiation or agonism, primary screen; activation, % at 3.6 µM; P49146; 220,000 tested, 0.45% active; cells expressing NPY-Y2, potentiator/agonist read-out; in the data active means activation above about 27%;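 further: cells stimulated with NPY near EC25 plus isoproterenol at EC100; 0% = vehicle plus submaximal agonist and 100% = vehicle plus saturating agonist; some results beyond the cut were filed as inactive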
S1P4 antag – blocks the human S1P4 receptor; 220,000 tested, 0.26% active; S1P4-expressing cells, antagonist mode, reporter read-out; inhibition, % at 4.98 µM; O95977; in the data active means inhibition above about 29%;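 further: 0% = wells stimulated with agonist and 100% = vehicle wells without agonist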
NPY-Y1 antag – antagonists of human neuropeptide Y receptor Y1; HEK293-CNG Y1 cells, membrane potential fluorescence; NPY at EC95, then isoproterenol; 200,000 tested, 1% active; inhibition, % at 3.6 µM; P25929;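 active means inhibition above the campaign mean inhibition of all tested compounds plus 3 SD, cut at about 20% in these data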;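 further: 0% = DMSO wells given NPY plus isoproterenol and 100% = isoproterenol alone without NPY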
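Benchmarks – high control isoproterenol alone, low control NPY with isoproterenol · Material – HEK293 Y1/CNG channel cell line · Times – dye 3 h, compound 60 min room temperature, stimulation 45 min · Probe or stimulus – NPY (25 nM), isoproterenol (1 µM), Ro 20-1724 (25 µM) · Evaluation – % inhibition of NPY effect · Signal – fluorescence, membrane potential probe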
S1P4 ag – activates the human S1P4 receptor. O95977. S1P4-expressing cell line, agonist reporter assay. activation, % at 4.98 µM. 220,000 tested, 0.35% active; in the data active means activation above about 11%;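 further: 0% = DMSO vehicle and 100% = reference agonist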
An asterisk follows results filed as active.

COc1cccc(C(=O)NC(=S)Nc2ccc(Cl)cc2C(=O)O)c1 was read as Ba/F3 V617F tox -1, NPY-Y1 PAM-ag -27, CHOP inh 10, p47phox inh -13, BaF3 tox -1, NPY2 pot ag -8, S1P4 antag -5 and S1P4 ag 0.8.
O=C(Cc1cccc2ccccc12)Nc1nc2ccccc2[nH]1 was read as Ba/F3 V617F tox -5, NPY-Y1 PAM-ag -12, CHOP inh -3, p47phox inh -12, BaF3 tox -1, NPY2 pot ag -9, S1P4 antag 2, NPY-Y1 antag 2 and S1P4 ag -1.2.
`COc1ccccc1C(=O)NC(=S)/C=C1/N(C)c2ccccc2C1(C)C` gave Ba/F3 V617F tox 37*, NPY-Y1 PAM-ag 4, CHOP inh 73*, p47phox inh -49, BaF3 tox 37*, NPY2 pot ag 11, S1P4 antag -10, NPY-Y1 antag 1 and S1P4 ag 1.5.
For O=C(Nc1ccc(Cl)c(S(=O)(=O)N2CCOCC2)c1)c1cn2ccccc2n1 the results were Ba/F3 V617F tox 3, NPY-Y1 PAM-ag 11, CHOP inh 25, p47phox inh -5, BaF3 tox 4, NPY2 pot ag 19, S1P4 antag -1, NPY-Y1 antag 1 and S1P4 ag 0.2.
Cc1nc(N2CCC(C(N)=O)CC2)c2c(-c3cccs3)csc2n1 was read as Ba/F3 V617F tox -1, NPY-Y1 PAM-ag -22, CHOP inh 41, p47phox inh -9, BaF3 tox 4, NPY2 pot ag 0, S1P4 antag -20, NPY-Y1 antag -1 and S1P4 ag 3.2.
`Cc1scc(C(=O)N2CCN(S(C)(=O)=O)CC2)c1-c1ccccc1` gave Ba/F3 V617F tox -2, NPY-Y1 PAM-ag -34, CHOP inh 4, p47phox inh -3, BaF3 tox 4, NPY2 pot ag 4, S1P4 antag 7, NPY-Y1 antag -1 and S1P4 ag -2.0.
For N#C/C(C(=O)NCc1ccco1)=C1/SC(Cc2ccc(Cl)cc2)C(=O)N1c1ccccc1 (stereo not given) the results were Ba/F3 V617F tox -1, NPY-Y1 PAM-ag -12, CHOP inh -18, p47phox inh -20, BaF3 tox -1, NPY2 pot ag -9, S1P4 antag 3, NPY-Y1 antag -1 and S1P4 ag -2.8.
COc1cc(NC(=O)c2cc(C)nc3ccccc23)cc(OC)c1 was read as Ba/F3 V617F tox 2, NPY-Y1 PAM-ag -1, CHOP inh 13, p47phox inh -8, BaF3 tox 3, NPY2 pot ag 4, S1P4 antag -1, NPY-Y1 antag 0 and S1P4 ag -0.3.
For O=C(Nc1ccccc1N1CCCCC1)c1ccc(F)cc1 the results were Ba/F3 V617F tox -2, NPY-Y1 PAM-ag -8, CHOP inh 40, p47phox inh -11, BaF3 tox 7, NPY2 pot ag -8, S1P4 antag -1, NPY-Y1 antag -1 and S1P4 ag -1.4.
For CC(=O)Nc1ccc(S(=O)(=O)C(C#N)c2nc3ccccc3nc2NCCCO)cc1 (stereo not given) the results were Ba/F3 V617F tox -3, NPY-Y1 PAM-ag 5, CHOP inh 12, p47phox inh -6, BaF3 tox -3, NPY2 pot ag -2, S1P4 antag -4 and S1P4 ag 1.8.
Screening O=C(O)c1ccc2c(c1)C(=O)N(CCC1=CCCCC1)C2=O returned Ba/F3 V617F tox -1, NPY-Y1 PAM-ag 16, CHOP inh -4, p47phox inh -5, BaF3 tox 8, NPY2 pot ag 11, S1P4 antag -1, NPY-Y1 antag 0 and S1P4 ag -0.1.
`Cc1nccn1CCc1n[nH]c(=S)n1Cc1ccccc1` gave Ba/F3 V617F tox -3, NPY-Y1 PAM-ag 2, CHOP inh -1, p47phox inh 0, BaF3 tox 0, NPY2 pot ag 1, S1P4 antag -9, NPY-Y1 antag -4 and S1P4 ag 1.2.
Cc1cc(-n2cnc3c(=O)[nH]cnc32)ccc1N was read as Ba/F3 V617F tox -2, NPY-Y1 PAM-ag -12, CHOP inh 2, p47phox inh 1, BaF3 tox -4, NPY2 pot ag -4, S1P4 antag 7 and S1P4 ag 2.1.
Screening O=C(c1ccco1)N1CCCC(c2nc(-c3ccc(S(=O)(=O)NCc4ccccc4)cc3)no2)C1 (stereo not given) returned Ba/F3 V617F tox 1, NPY-Y1 PAM-ag -2, CHOP inh 60, p47phox inh -14, BaF3 tox 8, NPY2 pot ag 11, S1P4 antag -25, NPY-Y1 antag 4 and S1P4 ag -0.2.
Screening Cc1ccc(OCC(=O)N(Cc2cccs2)C2CCS(=O)(=O)C2)cc1C (stereo not given) returned Ba/F3 V617F tox 5, NPY-Y1 PAM-ag 4, CHOP inh -3, p47phox inh -6, BaF3 tox 0, NPY2 pot ag -15, S1P4 antag -1 and S1P4 ag 0.2.
`CCOC(=O)c1cnc(-n2[nH]c(C)cc2=O)[nH]c1=O` gave Ba/F3 V617F tox 2, NPY-Y1 PAM-ag 11, CHOP inh 10, p47phox inh -16, BaF3 tox 7, NPY2 pot ag 7, S1P4 antag -5, NPY-Y1 antag -2 and S1P4 ag 0.6.
`COc1ccc(-c2nnc(NC(=O)c3ccc(S(=O)(=O)N4COCC4(C)C)cc3)o2)cc1` gave Ba/F3 V617F tox 21, NPY-Y1 PAM-ag -4, p47phox inh -9, BaF3 tox 46*, NPY2 pot ag -5, S1P4 antag -21, NPY-Y1 antag 3 and S1P4 ag 0.6.
COCCNC(=O)CSc1nc2cc(OC)c(OC)cc2c(=O)n1Cc1ccco1 was read as Ba/F3 V617F tox 2, NPY-Y1 PAM-ag 17, CHOP inh 3, p47phox inh 18, BaF3 tox 2, NPY2 pot ag 8, S1P4 antag -5, NPY-Y1 antag -3 and S1P4 ag -0.6.
Screening COc1cc(/C=C(/C#N)c2ccccc2F)ccc1OCc1ccccc1 returned Ba/F3 V617F tox 1, NPY-Y1 PAM-ag -44, CHOP inh -20, p47phox inh -2, BaF3 tox 8, NPY2 pot ag -20, S1P4 antag -1, NPY-Y1 antag 12 and S1P4 ag 2.2.
Screening O=C(NCc1ccc2c(c1)OCO2)NC1CCCCC1 returned Ba/F3 V617F tox 0, NPY-Y1 PAM-ag 16, CHOP inh 6, BaF3 tox 4, NPY2 pot ag 6, S1P4 antag -35, NPY-Y1 antag -3 and S1P4 ag 2.9.
For Cc1nc(SC(C)C)[nH]c(=O)c1Cc1ccccc1 the results were Ba/F3 V617F tox -1, NPY-Y1 PAM-ag 9, CHOP inh 36, p47phox inh -7, BaF3 tox 6, NPY2 pot ag -8, S1P4 antag -15, NPY-Y1 antag 5 and S1P4 ag -0.4.
`COc1ccc(S(=O)(=O)NCCCCC(=O)O)cc1C(=O)O` gave Ba/F3 V617F tox -1, NPY-Y1 PAM-ag -5, CHOP inh 18, p47phox inh -3, BaF3 tox 2, NPY2 pot ag 14, S1P4 antag 6, NPY-Y1 antag -2 and S1P4 ag 0.5.
For NS(=O)(=O)c1ccc(CCNC(=O)CSc2ccsc2[N+](=O)[O-])cc1 the results were Ba/F3 V617F tox -3, NPY-Y1 PAM-ag -1, CHOP inh 15, p47phox inh -11, BaF3 tox -1, NPY2 pot ag -4, S1P4 antag -9, NPY-Y1 antag 1 and S1P4 ag 0.2.
Cc1nnc(SCc2ccccc2)n1N was read as Ba/F3 V617F tox -4, NPY-Y1 PAM-ag 13, CHOP inh 33, p47phox inh -5, BaF3 tox 3, NPY2 pot ag 14, S1P4 antag -20, NPY-Y1 antag -2 and S1P4 ag 0.2.

Reprinted from the part before: two entries, then new ones.
For NS(=O)(=O)c1ccc(CCNC(=O)CSc2ccsc2[N+](=O)[O-])cc1 the results were Ba/F3 V617F tox -3, NPY-Y1 PAM-ag -1, CHOP inh 15, p47phox inh -11, BaF3 tox -1, NPY2 pot ag -4, S1P4 antag -9, NPY-Y1 antag 1 and S1P4 ag 0.2.
Cc1nnc(SCc2ccccc2)n1N was read as Ba/F3 V617F tox -4, NPY-Y1 PAM-ag 13, CHOP inh 33, p47phox inh -5, BaF3 tox 3, NPY2 pot ag 14, S1P4 antag -20, NPY-Y1 antag -2 and S1P4 ag 0.2.
O=C(Cc1coc2ccc3ccccc3c12)N1CCCC1 was read as Ba/F3 V617F tox 1, NPY-Y1 PAM-ag -7, CHOP inh 29, p47phox inh -11, BaF3 tox 5, NPY2 pot ag -8, S1P4 antag -11, NPY-Y1 antag 1 and S1P4 ag -0.1.
NC(=O)C1CCN(C(=O)CSCc2ccccc2Cl)CC1 was read as Ba/F3 V617F tox 2, NPY-Y1 PAM-ag -2, CHOP inh -6, p47phox inh -13, BaF3 tox 3, NPY2 pot ag 3, S1P4 antag -10, NPY-Y1 antag -1 and S1P4 ag -0.5.
NC(=O)Cc1ccc(C(=O)c2ccccc2F)s1 was read as Ba/F3 V617F tox -2, NPY-Y1 PAM-ag -7, CHOP inh 4, p47phox inh -14, BaF3 tox 4, NPY2 pot ag -7, S1P4 antag -13, NPY-Y1 antag 3 and S1P4 ag 1.5.
`Cc1noc(-c2ccccc2)c1NC(=O)Nc1ccc(Cl)cc1` gave Ba/F3 V617F tox -5, NPY-Y1 PAM-ag 10, CHOP inh 11, p47phox inh -14, BaF3 tox -4, NPY2 pot ag 9, S1P4 antag 3 and S1P4 ag -0.2.
For O=S(=O)(c1ccc(Oc2ccc(Cl)cc2)c(S(=O)(=O)N2CCCCC2)c1)N1CCCCC1 the results were Ba/F3 V617F tox -6, NPY-Y1 PAM-ag 15, CHOP inh -10, p47phox inh 3, BaF3 tox -1, NPY2 pot ag 2, S1P4 antag -13, NPY-Y1 antag -1 and S1P4 ag -0.2.
Screening CNC(=S)NNC(=O)c1ccc(=O)n(Cc2ccc(Cl)cc2Cl)c1 returned Ba/F3 V617F tox -1, NPY-Y1 PAM-ag -6, CHOP inh 5, p47phox inh -20, BaF3 tox 6, NPY2 pot ag 7, S1P4 antag -6, NPY-Y1 antag 4 and S1P4 ag 0.2.
For Cc1ccc(SCc2cn3ccccc3n2)cc1 the results were Ba/F3 V617F tox 2, NPY-Y1 PAM-ag 0, CHOP inh -14, p47phox inh -7, BaF3 tox -3, NPY2 pot ag -13, S1P4 antag 0 and S1P4 ag -0.4.
For Cc1cccc(NC(=O)c2ccc(S(=O)(=O)N(C)C)cc2)c1 the results were Ba/F3 V617F tox -1, NPY-Y1 PAM-ag -9, CHOP inh -13, p47phox inh 8, BaF3 tox 5, NPY2 pot ag 2, S1P4 antag -3, NPY-Y1 antag -1 and S1P4 ag 0.4.
`COc1ccccc1CNC(=O)c1ccc(-c2ccccc2)cc1` gave Ba/F3 V617F tox 1, NPY-Y1 PAM-ag 4, CHOP inh 34, p47phox inh -9, BaF3 tox 6, NPY2 pot ag 3, S1P4 antag -7, NPY-Y1 antag 6 and S1P4 ag 1.2.
Screening CCCCc1nc(SCC(=O)Nc2ccc(S(N)(=O)=O)cc2)n[nH]1 returned Ba/F3 V617F tox 2, NPY-Y1 PAM-ag 15, CHOP inh 25, p47phox inh 8, BaF3 tox 7, NPY2 pot ag 2, S1P4 antag 10, NPY-Y1 antag -2 and S1P4 ag 1.1.
Screening Cc1ccc(OCCCn2cc(C#N)c3ccccc32)cc1 returned Ba/F3 V617F tox -2, NPY-Y1 PAM-ag -21, CHOP inh -2, p47phox inh 4, BaF3 tox 0, NPY2 pot ag -4, S1P4 antag 1, NPY-Y1 antag 11 and S1P4 ag -2.9.
For COC(=O)c1scc(S(=O)(=O)C(C)C)c1N/N=C(\C#N)C(=O)c1ccc(Cl)cc1 the results were Ba/F3 V617F tox 1, NPY-Y1 PAM-ag 6, CHOP inh 14, p47phox inh -10, BaF3 tox 0, NPY2 pot ag 18, S1P4 antag -13 and S1P4 ag 0.0.
Screening O=C(Nc1cccnc1)c1cc(-c2cccs2)on1 returned Ba/F3 V617F tox -3, NPY-Y1 PAM-ag -21, CHOP inh -4, p47phox inh -11, BaF3 tox 3, NPY2 pot ag 11, S1P4 antag 6, NPY-Y1 antag -2 and S1P4 ag -0.6.
